From PubChem
T cell modulator = modulators of CD8 T cell-vesicle binding, primary screen, mouse 2C CD8+ T cells, flow cytometry; 2C CD8+ T cell-vesicle binding; hits give low values; calls only at 7 µM; 0.068% of 330,000 active; AID 2052, 2009;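 active = response, share of CD8 T cells binding vesicles, and their 90th percentile fluorescence all below set limits, cut at about 80% in these data, passing the limit was not always enough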
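incubation = binding step 1.5 h, 37 °C, antibody labelling 20 min, ice | test system = 2C mouse CD8+ T cells | read-out basis = percent CD8+ FL2 mean versus row control | controls = Peptide-free naked vesicles (low) and QL9 vesicles with 0.7% DMSO vehicle (high) | detection = flow cytometry of vesicle-bound cells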
Rac1 GTP hydrolysis = MgcRacGAP GTPase-activating activity inhibitors, confirmation, biochemical, ADP Hunter fluorescence; Rac GTPase-activating protein 1 (Homo sapiens); MgcRacGAP-stimulated Rac1 GTP hydrolysis, ADP Hunter fluorescence; higher % means a stronger effect; GST-tagged Rac1 F28L mutant substrate; one-dose inhibition, % at 30 µM; IC50 in µM for titrated hits; 0.6% of 340,000 active;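 active = first-screen hits whose inhibition reached a set limit at any dose in the follow-up dose series; inconclusive = inhibition above the set first-screen limit but never retested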;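 also: fluorescence reports GDP produced by GAP-driven GTP hydrolysis; strong numbers were not always called active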
Large T inhibition = SV40 large T antigen inhibitors, biochemical (AID 1903). inhibition, % at 20 µM, or IC50 in µM where a hit was titrated. 0.39% of 310,000 active. SV40 large T antigen ATPase/helicase inhibition assay; higher % means a stronger effect; in the data active = a potency from the dose series; inconclusive = inhibition mostly from about 32% at the one dose, without a potency; inactive = the rest, 99 in 100 with inhibition below about 32%; also: strong numbers were not always called active
UTI89 phage lysis = inhibition of K1F phage lysis, E. coli UTI89, bacterial capsule biogenesis inhibitors, alamar blue (AID 488966); E. coli UTI89 K1F phage lysis, alamar blue, 2 h; higher % means a stronger effect; inhibition, % at 100 µM; hits with a dose series show IC50 in µM; 0.02% of 340,000 active;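 active = phage lysis inhibition, versus mean bacterial control, above a set limit; inconclusive = no clear call, values can overlap the other calls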;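 also: capsule biogenesis inhibitors block K1F phage lysis so surviving cells raise fluorescence; higher fluorescence means more inhibition of phage lysis; actives were called in the ten point dose series up to 300 µM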
NTR1 ag = agonists of NTR1, primary screen, imaging, U2OS cells, beta-arrestin-GFP, high content (AID 493036) | activation, % at 20 µM | 0.17% of 330,000 active | Neurotensin receptor type 1 (Homo sapiens), P30989 | NTR1-U2OS beta-arrestin-GFP spot imaging, agonist mode;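 active = activation at or above 40% of the spot to cytoplasm intensity ratio, with at least 20 cells analyzed; inconclusive = wells under 20 cells, flagged as cytotoxic or low count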;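 also: 0% = DMSO without peptide and 100% = 100 nM NTR1 peptide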
Target sequence (P30989 whole entry, looked up): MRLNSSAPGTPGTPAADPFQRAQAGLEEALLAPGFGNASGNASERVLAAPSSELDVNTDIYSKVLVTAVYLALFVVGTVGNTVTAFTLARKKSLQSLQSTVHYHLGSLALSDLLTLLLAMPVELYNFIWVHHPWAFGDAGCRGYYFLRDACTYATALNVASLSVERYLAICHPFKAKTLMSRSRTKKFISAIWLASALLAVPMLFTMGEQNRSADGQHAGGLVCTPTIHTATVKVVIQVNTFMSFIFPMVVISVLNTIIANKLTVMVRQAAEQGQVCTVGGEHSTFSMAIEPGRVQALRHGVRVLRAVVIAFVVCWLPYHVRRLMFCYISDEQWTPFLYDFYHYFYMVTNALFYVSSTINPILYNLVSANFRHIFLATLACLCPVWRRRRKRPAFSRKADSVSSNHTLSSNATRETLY
PhoP inhibition = inhibitors of PhoP regulon expression, primary screen, Salmonella Typhimurium, GFP reporter (AID 1863). S. Typhimurium PhoP-regulated promoter GFP reporter, 4 h; higher % means a stronger effect. 0.16% of 300,000 active. inhibition, % at 50 µM, or IC50 in µM where a hit was titrated;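 active = inhibition over 29.93%, a cutoff 3 SD above the screen mean, later confirmed by dose response; inconclusive = inhibition over 29.93% but no dose response follow-up; inactive = inhibition at most 29.93% or unconfirmed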;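 also: 0% = low Mg2+ inducing control and 100% = high Mg2+ repressing control; strong numbers were not always called active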
RSV CPE inhibition = RSV antiviral activity via CPE protection, HEp-2 cells, primary 10 µM value included (AID 2391). HEp-2 cells, RSV-induced CPE inhibition; higher % means a stronger effect. 0.13% of 310,000 active. CPE inhibition, % at 10 µM, or IC50 in µM where a hit was titrated; in the data active = a potency from the dose series; inconclusive = CPE inhibition mostly from about 23% at the one dose, without a potency; inactive = the rest, 99 in 100 with CPE inhibition below about 21%; also: strong numbers were not always called active
West Nile virus CPE = West Nile virus antiviral activity, cell-based, CPE readout (AID 1621); 0.02% of 290,000 active; CPE inhibition, % at 10 µM, or IC50 in µM where a hit was titrated; West Nile virus-infected cells, CPE inhibition; higher % means a stronger effect; in the data active = a potency from the dose series; inconclusive = CPE inhibition mostly from about 3.7% at the one dose, without a potency; inactive = the rest, 99 in 100 with CPE inhibition below about 2.2%; also: strong numbers were not always called active
NS5 inhibitors = Dengue-2 NS5 methyltransferase inhibitors, primary screen, biochemical, confirmation dose response (AID 588689); 0.3% of 340,000 active; one-dose inhibition, % at 25 µM; IC50 in µM for titrated hits; Dengue-2 NS5 methyltransferase capping enzyme assay, biochemical; higher % means a stronger effect; in the data active = a potency from the dose series; inconclusive = inhibition above about 29% without an active follow-up result
T cell modulator vesicle-bound % = recorded beside T cell modulator, whose call it bears; double positive events, %; measured here: CD8+ vesicle-bound cell fraction;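 binding gate set so that unloaded-vesicle control wells show 10% double positive cells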
NTR1 ag cell count 20 µM = second read-out of NTR1 ag, no call of its own (marks repeat the call); cell count; measured here: cell count, cytotoxicity flag
NS5 inhibitors pilot replicate = further read-out of NS5 inhibitors, marked with its call; inhibition, %; measured here: pilot screen replicate inhibition
The depositor's hits bear a star; i = inactive; ? = inconclusive; · = no result given; [ ] = another dose, or the depositor's remark. This is a subset; rates above refer to the full screens.

SMILES | T cell modulator | T cell modulator vesicle-bound % | Rac1 GTP hydrolysis | Large T inhibition | UTI89 phage lysis | NTR1 ag | NTR1 ag cell count 20 µM | PhoP inhibition | RSV CPE inhibition | West Nile virus CPE | NS5 inhibitors | others
CCOC(=O)C1=CC(=C2C(=O)N(CC)C(=S)N(CC)C2=O)c2ccccc2O1 | i | 19 | · | 10% | · | 6.0 | 30 | -5% | 1.2% | -0.4% | ·
Cc1cc(OCC(=O)NCC(O)c2ccccc2)c2c3c(c(=O)oc2c1)CCC3 (stereo unspecified) | i | 29 | 9% | 9% | -0.3% | 1.4 | 60 | -7% | 0.2% | -0.1% | -13%
CN1CCN(Cc2cc3c(cc2[N+](=O)[O-])OCO3)CC1 | i | 55 | 8% | 3% | 1.0% | 1.2 | 51 | -4% | 0.1% | 0.3% | 2% | NS5 inhibitors pilot replicate=1.2
CN(C)C(=O)Oc1ccc(C(=O)c2ccccc2)cc1 | i | 7 | 2% | 13% | 0.1% | -0.3 | 57 | -3% | 2.3% | -0.4% | 2%
N=Cc1c(O)n(-c2cccc(Cl)c2)c(=O)[nH]c1=O | i | 30 | 4% | -1% | 0.3% | -1.0 | 80 | -3% | 0.5% | 0.3% | -3% | NS5 inhibitors pilot replicate=1.2
CCCCn1c(O)c(C=NCCCN(CC)CC)c(=O)[nH]c1=O | i | 36 | 13% | -5% | 0.7% | -0.8 | 29 | 0% | 0.4% | 0.3% | 2%
COc1ccc(Br)cc1CNCCc1cccc(Cl)c1 | i | 53 | 130µM* | 3% | 8.3% | 3.3 | 59 | 16% | 6.2% | -1.1% | -13%
Cc1cccc(N2C(=O)NC(=O)/C(=C\c3cnc(-c4ccccc4)nc3)C2=O)c1 | i | 43 | 14% | 19% | 0.7% | 0.3 | 38 | -8% | 1.4% | 0.2% | -8%
COc1ccc(NC(=O)CN2C3CCC2CC(O)(c2cccnc2)C3)cc1OC (stereo unspecified) | i | 35 | -2% | 6% | i | -1.9 | 49 | 5% | 0.1% | 0.1% | -6%
O=C(c1cc([N+](=O)[O-])ccc1N1CCNCC1)N1CCOCC1 | i | 50 | 5% | 21% | 3.2% | 2.3 | 72 | -6% | 0.6% | -0.7% | 2%
Oc1cc2c(cc1CN1CCN(c3ccccc3)CC1)CCC2 | i | 16 | 5% | 4% | -0.2% | -1.4 | 70 | 7% | 0.8% | -0.3% | 2%
O=c1[nH]c(=O)n(Cc2ccco2)c(O)c1C=NCc1cccs1 | i | 31 | 8% | 32% | 3.6% | -1.1 | 83 | -9% | 1.7% | 1.4% | -5%
Cc1ccc(C)c(-n2c(C)nc3ccccc3c2=O)c1 | i | 43 | · | 11% | · | -0.3 | 56 | 1% | 1.0% | 1.1% | ·
COC(=O)C1=C(c2ccc(F)cc2F)C[C@@H]2CC[C@H]1N2C(=O)NCC1CC1 | i | 24 | 7% | · | 2.4% | -1.0 | 53 | · | 0.4% | · | -5%
O=S1(=O)CCN(CCc2c[nH]c3ccccc23)CC1 | i | 37 | -3% | 3% | 0.0% | -0.1 | 37 | -2% | 0.4% | 0.0% | -16%
COC(=O)C1=Nc2ccccc2/C1=C\c1c(O)n(-c2ccc(Br)cc2)c(=O)[nH]c1=O | i | 42 | ? | 57% | 6.3% | · | · | 15% | 1.4% | 0.0% | 25%
CCCCCn1c(=O)c(C(=O)Nc2ncccc2C)c(O)c2ccccc21 | i | 62 | -3% | 6% | -1.0% | -1.2 | 69 | 8% | 1.1% | -1.8% | -1%
Cc1cccc(N2C(=O)NC(=O)/C(=C\c3cc(C)n(-c4sc5c(c4C#N)CCCC5)c3C)C2=O)c1C | i | 47 | 9% | 36% | 0.1% | 0.9 | 98 | 4% | ? | -0.6% | 3%
CCOC(=O)C1=C(N)OC2=C(C(=O)CCC2)[C@]12C(=O)N(CC(N)=O)c1ccccc12 | i | 55 | -3% | 8% | 0.5% | 0.1 | 51 | -4% | · | 0.1% | 0%
CCN1CCN(c2nc3ccccc3s2)CC1 | i | 54 | 1% | 21% | 1.9% | -0.2 | 47 | 26% | 0.7% | -0.5% | -5%
CC1=CC(=C2C(=O)NC(=S)NC2=O)C=C(C(F)(F)F)N1Cc1ccccc1 | i | 50 | 0% | 4% | 0.2% | 0.2 | 45 | 0% | -1.1% | -0.9% | 16%
O=C(Nc1ccccc1)OC1CN=C(N[N+](=O)[O-])NC1 (stereo unspecified) | i | 20 | 5% | -1% | -2.8% | 0.7 | 36 | 4% | -1.5% | 0.6% | 3%
CC1=NN(Cc2c[nH]c3ccccc23)C(C)(C)C1 | i | 34 | 10% | 1% | 0.2% | -2.4 | 74 | -7% | 3.9% | 0.0% | -9%
CCOP(=O)(OCC)c1cc(CC)ccc1O | i | 45 | 14% | 16% | 0.2% | 0.5 | 51 | 0% | 3.4% | 0.0% | -2%
Cc1nc2c(c(=O)[nH]1)C(c1ccc([N+](=O)[O-])cc1)c1c(c3ccccc3oc1=O)O2 (stereo unspecified) | i | 39 | · | 14% | · | 0.5 | 51 | -11% | · | 0.0% | ·
O=C(C1c2ccccc2C(=O)N2CCc3ccccc3C12)N1CCC2(CC1)OCCO2 (stereo unspecified) | i | 45 | 8% | 13% | 5.4% | 1.3 | 81 | 3% | 0.5% | 0.1% | 0%
Cc1cc(C(=O)NP(=O)(N2CCOCC2)N2CCOCC2)c(C)n1C1CC1 | i | 28 | -2% | 6% | 5.5% | 1.3 | 43 | 1% | -1.1% | 0.4% | -6%
Nc1ccc(CCN2CCN(c3cccc(C(F)(F)F)c3)CC2)cc1 | i | 34 | 6% | 2% | 5.8% | 1.6 | 48 | 2% | 1.8% | -0.7% | -7%
Cc1nn(Cc2ccccc2Cl)c(Cl)c1C(=O)OC(C(=O)NC(N)=O)C(C)C (stereo unspecified) | i | 40 | -1% | 4% | 8.7% | 2.5 | 58 | 0% | 1.2% | -1.3% | -3%
Cc1cc(C=C2C(=O)N(C)C(=S)N(C)C2=O)c(C)n1C1CCCC1 | i | 22 | 5% | 20% | 0.3% | 2.5 | 91 | -9% | 3.0% | -0.1% | -17%
COc1ccc(F)cc1C(=O)C1CCCN(Cc2ccc(O)cc2)C1 (stereo unspecified) | i | 57 | 11% | 8% | 0.3% | 0.7 | 63 | -3% | 0.3% | -0.1% | 1%
COP(=O)(OC)C(NS(=O)(=O)c1ccccc1)C(Cl)(Cl)Cl (stereo unspecified) | i | 45 | 3% | 24% | 2.8% | -0.1 | 61 | -6% | -2.2% | 0.5% | -10%
CCN(CC)C(=O)c1ccc(NC(=O)c2cn(-c3ccccc3)nc2-c2ccc(OC)cc2)cc1 | i | 63 | 4% | 13% | 0.6%[50 µM] | 0.9 | 57 | -4% | 13% | -0.3% | -3%
CCC(C)N1CCN(C(=O)COc2ccc3ccccc3c2)CC1 (stereo unspecified) | i | 47 | 16% | 7% | 0.1% | -0.6 | 55 | 11% | -0.5% | -1.2% | 3%
O=C(CN1CCCCC1)c1cccc(Br)c1 | i | 10 | 4% | 1% | 3.3% | 2.1 | 66 | 0% | 2.2% | 0.5% | 1%
CCCOc1ccccc1NP(=O)(Oc1ccccc1)Oc1ccccc1 | i | 18 | 2% | 12% | 0.4% | 8.9 | 82 | 7% | 0.4% | -1.7% | -8%
COc1ccc(CNCCc2ccccc2F)c(OC)c1C | i | 41 | 10% | 8% | -1.0% | -0.2 | 65 | 11% | -0.2% | -1.2% | -3%
CC1(C)CSC(Nc2ccc(F)c(Cl)c2)=N1 | i | 35 | 6% | 7% | 1.1% | -5.3 | 72 | 12% | 15% | -0.7% | -3%
C[N+]1(CCC(C(N)=O)(c2ccccc2)c2ccccc2)CCCCC1 | i | 18 | · | 4% | · | -1.1 | 64 | -2% | -1.4% | -0.1% | ·
CCc1ccccc1NC(=O)CN1CCN(C(=O)COc2ccccc2C#N)CC1 | i | 31 | 7% | · | 0.4%[50 µM] | -0.9 | 45 | · | 2.1% | · | 1%
O=C1NC(=S)NC(=O)C12C(c1ccccc1)NC(=S)NC2c1ccccc1 (stereo unspecified) | i | 59 | 19% | 17% | 0.3% | 2.3 | 73 | -6% | 1.4% | 0.4% | 69µM*
c1ccc2cc(C3N4CCCN34)ccc2c1 (stereo unspecified) | i | 33 | -15% | 4% | -1.7% | -1.1 | 36 | 2% | -0.8% | 3.1% | -8%
CC(=O)OC1(c2ccccc2)CCN(C)CC1(C)C (stereo unspecified) | i | 8 | 5% | -2% | -0.6% | -0.5 | 37 | 4% | 0.0% | -0.2% | -5%
O=C(Nc1ccc(Cl)cc1)N1CC2CC(C1)c1cccc(=O)n1C2 (stereo unspecified) | i | 32 | 6% | 12% | 1.8%[50 µM] | -0.1 | 52 | 1% | 2.2% | -0.4% | 1%
COC(=O)C1=C(c2ccccc2)C[C@@H]2CC[C@H]1N2C(=O)NCCO | i | 7 | 2% | 5% | 1.3% | -2.5 | 111 | · | 1.9% | 0.0% | 4%
CC(=O)N(C1=NCCCS1)c1ccccc1Cl | i | 31 | 3% | -1% | 0.4% | 0.7 | 37 | 4% | -1.6% | -0.4% | -3%
O=C(c1ccccc1F)c1cn(Cc2ccccc2)c2ccccc12 | i | 39 | -3% | 10% | -3.6% | 4.7 | 62 | 2% | 4.0% | 0.0% | -8%
COc1cccc(CNCCc2c[nH]c3ccccc23)c1 | i | 45 | 24% | 9% | -0.1% | 0.1 | 26 | 4% | -0.5% | -0.3% | -2%
O=[N+]([O-])c1cc(S(=O)(=O)c2ccc(O)c([N+](=O)[O-])c2)ccc1O | i | 36 | 3% | 24% | -4.0% | 0.4 | 50 | -14% | 0.1% | 0.5% | 4%

Already shown: two of the compounds above.
SMILES | T cell modulator | T cell modulator vesicle-bound % | Rac1 GTP hydrolysis | Large T inhibition | UTI89 phage lysis | NTR1 ag | NTR1 ag cell count 20 µM | PhoP inhibition | RSV CPE inhibition | West Nile virus CPE | NS5 inhibitors | others
CCOC(=O)C1=CC(=C2C(=O)N(CC)C(=S)N(CC)C2=O)c2ccccc2O1 | i | 19 | · | 10% | · | 6.0 | 30 | -5% | 1.2% | -0.4% | ·
Cc1cc(OCC(=O)NCC(O)c2ccccc2)c2c3c(c(=O)oc2c1)CCC3 (stereo unspecified) | i | 29 | 9% | 9% | -0.3% | 1.4 | 60 | -7% | 0.2% | -0.1% | -13%
